# tuberculosis growth = growth inhibition of non-replicating M. tuberculosis (AID 488890). hit rate 0.39% among 320,000. Mycobacterium tuberculosis non-replicating, growth inhibition; higher % means a stronger effect. inhibition, % at 25 µM, or IC50 in µM where a hit was titrated; in the data active = a potency from the dose series; inconclusive = inhibition mostly from about 82% at the one dose, without a potency; inactive = the rest, 99 in 100 with inhibition below about 76%;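 also: plate controls were DMSO cells for no effect and high antibiotic wells for full effect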
# M. tuberculosis HTS = M. tuberculosis growth inhibition, HTS (AID 449762); M. tuberculosis H37Rv growth inhibition, 7H9 media; higher % means a stronger effect; one-dose inhibition, % at 25 µM; IC50 in µM for titrated hits; hit rate 0.59% among 330,000; in the data active = a potency from the dose series; inconclusive = inhibition above about 70% without an active follow-up result;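 also: bacterial growth assessed after seven days of incubation; strong numbers were not always called active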
# influenza NS1A = H1N1 influenza NS1A inhibitors, functional cell based assay (AID 504329); NS1A functional cell-based assay, percent inhibition; higher % means a stronger effect; one-dose inhibition, % at 12.5 µM; IC50 in µM for titrated hits; hit rate 0.3% among 340,000; in the data active = a potency from the dose series; inconclusive = inhibition above about 27% without an active follow-up result; also: strong numbers were not always called active
# inhibitors of VEEV = inhibitors of VEEV TC-83 cytopathic effect, confirmation, Vero cells (AID 588727); Vero cells, VEEV TC-83 cytopathic effect inhibition; higher % means a stronger effect; inhibition, % at 20 µM; hits with a dose series show IC50 in µM; hit rate 0.13% among 350,000; in the data active = a potency from the dose series; inconclusive = inhibition mostly from about 14% at the one dose, without a potency; inactive = the rest, 99 in 100 with inhibition below about 12%; also: strong numbers were not always called active
# PhoP GFP inhibition = PhoP regulon inhibitors, Salmonella typhi PhoP promoter GFP reporter, confirmatory (AID 1850). Salmonella Typhi PhoP-promoter GFP reporter, fluorescence, 4 h; higher % means a stronger effect. inhibition, % at 50 µM, or IC50 in µM where a hit was titrated. hit rate 0.33% among 310,000; in the data active = a potency from the dose series; inconclusive = inhibition mostly from about 25% at the one dose, without a potency; inactive = the rest, 99 in 100 with inhibition below about 19%;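 also: 0% = induced wells with vehicle and 100% = uninduced wells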
# inhibitors of VEEV 10K pilot screen = second read-out of inhibitors of VEEV, no call of its own (marks repeat the call); inhibition, %; measured here: 10K pilot screen inhibition
# * hit, by the source's call; i = inactive; ? = inconclusive; . = not tested or not shown.
SMILES,tuberculosis growth,M. tuberculosis HTS,influenza NS1A,inhibitors of VEEV,PhoP GFP inhibition,others
CCOc1ccc(C2/C(=C(\O)c3ccc4c(c3)OCCO4)C(=O)C(=O)N2Cc2cccnc2)cc1OCC (stereo not given),10%,5%,2%,4.0%,-7%,
Cc1onc(-c2ccccc2)c1C(=O)Nc1ccc(Cl)c(S(=O)(=O)N2CCOCC2)c1,22%,2%,-13%,6.9%,.,
O=C(CCn1c(=O)oc2ccccc21)NCCCN1CCOCC1,-6%,-7%,3%,0.5%,-1%,
COc1ccc(N(C(=O)Cn2nnc3ccccc32)C(C(=O)NCc2ccco2)c2ccc(C)o2)cc1 (stereo not given),28%,-4%,-18%,i,-3%,
COc1ccccc1NC(=O)N1CCC(c2nnc(SCC(N)=O)n2C)CC1,-10%,-2%,-6%,2.1%,0%,
N#CCSc1nnc(-c2ccc3c(c2)OCO3)o1,60%,5%,9%,1.6%,-6%,
COc1ccc2nc(Nc3nc(CSc4nc5ccccc5[nH]4)cc(=O)[nH]3)nc(C)c2c1,36%,-2%,-3%,4.4%,-5%,
CSc1nc2ccccc2n1CC(=O)Nc1c(C)n(C)n(-c2ccccc2)c1=O,0%,-5%,-15%,0.6%,4%,
COc1cc(/C=N/NC(=O)C[n+]2ccccc2)cc(OC)c1OC(C)=O,-20%,-9%,0%,i,7%,
CCN1C(=O)N(c2cccc3ccccc23)C(C)=CC1(C)C,2%,2%,3%,7.2%,8%,
COc1ccc(NC(=O)N(C)C[C@H]2Oc3c(NS(=O)(=O)c4cccs4)cccc3C(=O)N([C@H](C)CO)C[C@@H]2C)cc1,3%,-1%,-8%,0.1%,.,
O=C(O)CSc1nnc(COc2cccc3cccnc23)n1-c1ccc(Cl)cc1,6%,-7%,-1%,0.8%,-6%,inhibitors of VEEV 10K pilot screen=0.7
CN(C)C(=O)c1c2c(nc3ccccc13)CCCC2,2%,6%,6%,1.1%,-13%,
COc1ccc(C(=O)NCc2nnc(SC)n2Cc2ccccc2)cc1,1%,-3%,4%,0.6%,0%,
Nc1c([N+](=O)[O-])cc(-c2cnc[nH]2)cc1[N+](=O)[O-],-7%,-1%,4%,2.7%,0%,
COc1ccc(-c2[nH]ncc2CN(Cc2nccn2C)C(C)C)c(F)c1,16%,10%,-7%,0.5%,-1%,
N#CCn1c2ccccc2c2nc3ccccc3nc21,-4%,24%,-4%,3.6%,0%,
Cc1ccc(-c2nnn(CCC(=O)NC(C)(C)C)n2)cc1,31%,-9%,6%,1.5%,-5%,
COc1cc(CNCCSc2nnnn2C)cc(Br)c1OCc1ccccc1,26%,0%,-6%,i,-7%,
O=S(=O)(CCSc1ccc(C(F)(F)F)cn1)c1ccc(Cl)cc1,26%,4%,-19%,0.4%,-2%,
O=C(NC1CCCC1)C1CCCN(S(=O)(=O)c2ccc(-n3cnnn3)cc2)C1 (stereo not given),-7%,-2%,4%,0.2%,6%,
Cc1ccc(N=Cc2c(O)n(-c3ccc(C)cc3)c(=O)[nH]c2=O)cc1,-4%,-2%,5%,0.7%,8%,
Cc1ccc(Cn2c(C(C)Nc3nc(-c4ccc(F)cc4)cs3)nc3cc(C(=O)NCCCO)ccc32)cc1 (stereo not given),23%,-8%,-2%,2.5%,11%,
CC(C)NC(=O)CC1C(=O)NCCN1CC(c1ccccc1)c1ccccc1 (stereo not given),9%,0%,4%,0.1%,-19%,
CC1(C)CC(N2CCCC2)=CC(=[N+]2CCCC2)C1,6%,-1%,-3%,0.4%,0%,
CCCCn1c(-c2cccc3ccccc23)nc2cc3[nH]c(=O)c(C(C)C)nc3cc21,61%,?,5%,11%,2%,
CC(C)CN(C(=O)c1ccc(C(F)(F)F)cc1)c1c(N)n(CC(C)C)c(=O)[nH]c1=O,1%,-2%,-5%,1.6%,8%,
CCN1CCN(c2nc(S(=O)(=O)c3ccc(C)cc3)c(Cl)s2)CC1,6%,4%,1%,0.3%,10%,
CCC1(CC)NC(=O)N(CC(=O)Nc2ccc(S(=O)(=O)N3CCOCC3)cc2)C1=O,7%,2%,-2%,0.5%,-14%,
CCOC(=O)c1ccc(N/N=C/c2cc(Br)cc([N+](=O)[O-])c2O)cc1,-4%,?,7%,i,2%,
O=C(OCc1ccccc1)/C(=C/c1cccc([N+](=O)[O-])c1)NC(=O)c1ccco1,-3%,-9%,3%,7.4%,-3%,
CC(C)(C)C1CCc2c(sc(NC(=O)C3CC=CCC3C(=O)O)c2C#N)C1 (stereo not given),4%,0%,-2%,1.3%,-6%,
CC1(C)CC(=O)C2=C(C1)Nc1cc3c(cc1C2c1ccc(F)cc1)OCO3 (stereo not given),6%,-5%,0%,7.3%,7%,
O=C(NC1CCN(C(=S)NCc2ccco2)CC1)C1CCCCC1,-7%,4%,3%,i,3%,
CCN(C(=O)c1ccccc1Cl)c1ccccc1,9%,-1%,17%,i,-18%,
O=c1[nH]c(=S)n(Cc2ccco2)c(O)c1C=NCc1cccs1,13%,6%,9%,0.8%,-8%,
O=C(CN(C(=O)Cn1nnc(-c2ccc(F)cc2)n1)c1ccc(F)cc1)NC1CCCC1,-2%,1%,7%,4.3%,1%,
Cc1ccc(C)c(S(=O)(=O)N2CCCOC2CNC(=O)C(=O)NCc2cccnc2)c1 (stereo not given),-1%,-1%,-11%,0.8%,-7%,
CN(C)C1=NCCN1CCc1cccc(F)c1,-6%,-1%,-8%,1.0%,-10%,
CCN1CCN(Cc2ccc(NC(=O)c3ccc(C)c(NC(=O)c4nccn4C)c3)cc2C(F)(F)F)CC1,31%,-4%,-13%,0.8%,-7%,
CN(C(=O)c1ccc2ccccc2c1)c1ccccn1,-10%,-4%,4%,0.1%,4%,
COc1ccc(-n2c(O)c(/C=N/n3cnnc3)c3ccccc3c2=O)cc1,6%,3%,-17%,0.5%,-6%,
Cc1ccc(S(=O)(=O)NC(=O)NCc2ccccc2)cc1,2%,16%,-3%,i,-10%,
Cc1ccc(CN2C(=O)CCC2C(=O)NC2CC2)cc1 (stereo not given),-1%,1%,21%,i,-1%,
CC1CCN(C(=O)COC(=O)CSc2ccc(C(N)=O)cc2[N+](=O)[O-])CC1,6%,-4%,-1%,i,-1%,
Cc1cccc(CN2CCN(Cc3ccco3)CC2)c1,33%,2%,0%,i,-3%,
COc1cccc(C(=O)OCC(=O)Nc2nnc(-c3ccccc3)o2)c1,i,?,0%,1.7%,4%,
COc1ccc(NC(=O)c2cc([N+](=O)[O-])nn2Cc2ccccc2)c(C)c1,5%,1%,4%,2.5%,0%,
COc1ccc(N(C(=O)c2ccc(Br)o2)C2C=CS(=O)(=O)C2)c(OC)c1 (stereo not given),2%,6%,3%,0.3%,-5%,
CC(C)(C)NC(=O)C(c1ccco1)N(Cc1ccc2c(c1)OCO2)C(=O)c1snc(C(N)=O)c1N (stereo not given),1%,-5%,-9%,6.1%,-7%,
COc1cc(CN(C)CC2CCCN(CCc3ccc(F)cc3)C2)c(Cl)cc1O (stereo not given),0%,-5%,4%,i,-3%,
CCn1cc(C(=O)N[C@@H](CCSC)C(=O)NCCN2CCOCC2)c(=O)c2cc3c(cc21)OCO3,-6%,5%,9%,0.9%,-18%,
CCOC(=O)/C=C1\SCC(=O)N1Cc1ccc(Br)cc1,-7%,9%,-2%,4.9%,5%,inhibitors of VEEV 10K pilot screen=1.3
C[C@@H]1CN([C@@H](C)CO)C(=O)c2cccc(NC(=O)Nc3ccc4c(c3)OCO4)c2O[C@H]1CN(C)S(=O)(=O)c1cn(C)cn1,4%,1%,5%,6.4%,.,
O=C1NC(=Nc2ccccc2)S/C1=C\c1cccnc1,8%,0%,-14%,0.2%,-1%,
CCCCc1ccc(NC(=O)CSc2nc(=O)n3cc(C)ccc3n2)cc1,22%,?,2%,i,5%,
c1ccc(CNCCN2CCNCC2)nc1,14%,2%,7.9µM*,0.8%,2%,
C=CCN1C(=O)CS/C1=N\S(=O)(=O)c1ccc(Cl)cc1,-6%,-3%,-4%,0.2%,-13%,
COCCSc1ccccc1C(=O)N1CCCC1,3%,-7%,-10%,0.7%,3%,
COCCn1c(SCc2ccc(C(=O)OC)o2)nc2ccccc2c1=O,4%,3%,0%,0.5%,-11%,

# (more compounds)
SMILES,tuberculosis growth,M. tuberculosis HTS,influenza NS1A,inhibitors of VEEV,PhoP GFP inhibition,others
Cc1cccc2c1N(CC(=O)OC(C)C)C(=O)C2=O,.,-4%,-2%,0.7%,-4%,
O=C(CCN1C(=O)/C(=C/c2cccs2)SC1=S)Nc1cccc(O)c1,-17%,4%,2%,2.3%,8%,
CC(Cn1cnc2ccccc21)C(=O)O (stereo not given),-2%,1%,3%,1.0%,1%,
Cc1cccc2nc(-c3ccco3)c(Nc3ccc4c(c3)OCCO4)n12,50%,1%,-4%,4.9%,4%,
CC(NCC1COc2ccccc2O1)C(=O)NCc1ccccc1 (stereo not given),33%,4%,6%,i,-12%,
CC(=O)Nc1ccc(N(C(=O)Cc2cccs2)C(C(=O)NC2CCCC2)c2ccncc2)cc1 (stereo not given),14%,-8%,11%,0.4%,4%,
Cc1ccc(/C=C/C(=O)Nc2cccc3ncccc23)o1,29%,-5%,2%,1.4%,-8%,
CCOc1cc(/C=C(\CC(=O)O)c2nc3ccccc3s2)ccc1OC,6%,4%,7%,0.7%,4%,
COc1ccc(OCC(O)CN2CCCC2)cc1 (stereo not given),2%,-6%,-7%,0.2%,2%,
COc1cccc(CN(C)CC(=O)Nc2ccccc2C(=O)Nc2ccccc2)c1,7%,2%,2%,0.6%,5%,
CC(C)(C)n1nnnc1C(c1ccccn1)N(Cc1ccccc1)Cc1ccc(Cl)cc1 (stereo not given),10%,9%,-1%,3.4%,-5%,
COc1cc(NS(=O)(=O)c2ccc(C)cc2C)cc(OC)c1OC,-14%,-3%,-1%,2.7%,0%,
CCn1c(=O)c2c(nc3n2CCN3c2ccccc2)n(C)c1=O,1%,-2%,0%,0.9%,-4%,
O=C(CCOc1ccccc1)NNC(=O)c1ccccc1,33%,-3%,2%,1.8%,.,
O=C(O)c1ccc(N2C(=O)CSC2c2cccc([N+](=O)[O-])c2)cc1 (stereo not given),4%,1%,-5%,i,-9%,

# Six records picked at random from the list so far:
SMILES,tuberculosis growth,M. tuberculosis HTS,influenza NS1A,inhibitors of VEEV,PhoP GFP inhibition,others
COc1cc(CN(C)CC2CCCN(CCc3ccc(F)cc3)C2)c(Cl)cc1O (stereo not given),0%,-5%,4%,i,-3%,
O=C(NC1CCCC1)C1CCCN(S(=O)(=O)c2ccc(-n3cnnn3)cc2)C1 (stereo not given),-7%,-2%,4%,0.2%,6%,
O=C(CCn1c(=O)oc2ccccc21)NCCCN1CCOCC1,-6%,-7%,3%,0.5%,-1%,
CC(=O)Nc1ccc(N(C(=O)Cc2cccs2)C(C(=O)NC2CCCC2)c2ccncc2)cc1 (stereo not given),14%,-8%,11%,0.4%,4%,
CCC1(CC)NC(=O)N(CC(=O)Nc2ccc(S(=O)(=O)N3CCOCC3)cc2)C1=O,7%,2%,-2%,0.5%,-14%,
Cc1ccc(/C=C/C(=O)Nc2cccc3ncccc23)o1,29%,-5%,2%,1.4%,-8%,

# Carrying on.
SMILES,tuberculosis growth,M. tuberculosis HTS,influenza NS1A,inhibitors of VEEV,PhoP GFP inhibition,others
O=C(CCNC(=O)c1ccc(Br)cc1)NCCCN1CCOCC1,1%,-10%,-17%,0.8%,.,
O=C(Nc1ccc(C(=O)O)cc1)/C(=C/c1ccc2c(c1)OCO2)NC(=O)c1cccc(Br)c1,16%,16%,2%,0.0%,-4%,
CC(C)c1ccc(NC2CCCN(C(=O)c3cnsn3)C2)cc1 (stereo not given),11%,7%,-2%,2.5%,-5%,
O=C(CN1CCOCC1)Nc1ccc(NC(=O)CN2CCOCC2)c(Cl)c1,2%,-1%,-3%,4.1%,-5%,
Cc1cc(C)c2nc(-c3cccnc3)cc(C(=O)Nc3ccc(S(=O)(=O)Nc4onc(C)c4C)cc3)c2c1,27%,39%,-5%,1.0%,-5%,
NS(=O)(=O)c1ccc(NC(=O)c2c(F)cccc2Cl)cc1,-9%,-4%,-4%,1.8%,-4%,
Cc1cc(S(=O)(=O)Nc2nc(CN3CCOCC3)nc3sc4c(c23)CCC4)ccc1F,41%,5%,2%,i,.,
COc1cc(C(=O)Nc2ccc3c(c2)nc(C)n3C)cc(OC)c1OC,9%,7%,0%,i,7%,
CC(=O)N1CCc2cc(Br)cc(S(=O)(=O)N3CCc4ccccc43)c21,8%,-5%,-19%,3.5%,-7%,
C(=C\CSc1ncn[nH]1)/CSc1ncn[nH]1,-12%,-6%,-2%,i,-3%,

# High-throughput results (PubChem BioAssay)

# Compounds as they come. About 1.4% of those tested had a hit in this group.
